High-throughput results: PubChem BioAssay, National Center for Advancing Translational Sciences (NCATS)
Pf growth 48h: P. falciparum growth inhibition at 48 hours (one generation). P. falciparum luciferase growth in erythrocytes, 48 h. Potency, µM (doses to about 28.7 µM), without a hit: at the highest dose activity change, negative = inhibition, usual class: inhibitors. actives 5.9% (n = 310,000). AID 504832
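Luciferase-expressing parasites in RBCs, 2% Hct / 0.1% parasitemia final; RPMI 1640 + 0.5% Albumax; 37 C, 5% CO2, one generation; luminescence read-out, lower signal = inhibition.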
LmPK inhibitor: inhibitors of Leishmania mexicana pyruvate kinase. Q27686. purified LmPK, Kinase-Glo ATP luminescence, 1 h. Potency, µM (doses to about 57.5 µM), inactives show at the highest dose activity change, negative = inhibition, most hits filed as inhibitors. actives 0.37% (n = 290,000)
Target sequence (Q27686 whole entry, looked up): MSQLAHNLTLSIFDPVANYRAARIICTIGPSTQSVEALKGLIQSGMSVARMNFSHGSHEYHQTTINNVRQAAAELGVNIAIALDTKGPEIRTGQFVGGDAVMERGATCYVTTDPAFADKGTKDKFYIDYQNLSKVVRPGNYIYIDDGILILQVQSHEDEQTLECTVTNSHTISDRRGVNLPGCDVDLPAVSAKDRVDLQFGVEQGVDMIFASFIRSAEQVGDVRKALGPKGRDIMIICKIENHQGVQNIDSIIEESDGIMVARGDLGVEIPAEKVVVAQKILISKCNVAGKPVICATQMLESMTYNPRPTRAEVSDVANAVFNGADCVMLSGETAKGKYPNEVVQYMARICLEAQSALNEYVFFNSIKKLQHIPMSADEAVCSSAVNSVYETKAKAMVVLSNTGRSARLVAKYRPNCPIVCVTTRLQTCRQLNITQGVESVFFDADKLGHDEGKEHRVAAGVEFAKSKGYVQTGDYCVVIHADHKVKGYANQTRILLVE
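Purified LmPK (0.1 nM) with 0.5 mM PEP and 0.1 mM ADP in imidazole buffer pH 7.2 with MgCl2/KCl, 1 h at room temperature. ATP formed was read by luciferase luminescence and normalized to no-enzyme and uninhibited controls.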
TbPYK inhibitor: inhibitors of Trypanosoma brucei pyruvate kinase; Q57TT1; TbPYK enzyme, Kinase-Glo Plus ATP luminescence, 45 min; Potency, µM (highest dose often 76.8 µM), for inactives: at the top dose activity, negative = inhibition, usual class: inhibitors; actives 0.12% (n = 410,000); AID 624173; note: nearly all actives have a fitted effect of over 50% in size
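Enzyme and substrate buffer are dispensed first and compound is pin-transferred. ADP at 130 uM final then starts the reaction, which runs 45 min at room temperature. Detection reagent is added for 10 min before luminescence is imaged.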
Sm TGR block: inhibitors of Schistosoma mansoni thioredoxin glutathione reductase | Q962Y6 | purified TGR, DTNB reduction, TNB absorbance 405 nm | Potency, µM (highest dose often 114 µM), without a hit: top-dose activity change, negative = inhibition, usual class: inhibitors | actives 3% (n = 360,000) | AID 485364; note: nearly all actives have a fitted effect of over 60% in size
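Kinetic colorimetric format: TGR-catalysed, NADPH-driven DTNB reduction monitored via TNB absorbance. Enzyme dispensed at 20 nM; compound exposure 15 min at room temperature before reaction start.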
Pf growth 96h: P. falciparum growth inhibition at 96 hours. P. falciparum luciferase reporter growth, 96 h. Potency, µM (highest dose often 28.7 µM), without a hit: top-dose activity change, negative = inhibition, hits mostly inhibitors. actives 6.9% (n = 320,000). AID 504834
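Erythrocytes infected with luciferase-expressing P. falciparum were dispensed at 2% hematocrit and 0.05% parasitemia (final), then incubated with compounds 96 hours at 37 C in 5% CO2. Luminescence after detection reagent addition reported growth.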
HCV inh: inhibitors of hepatitis C virus infection; Huh7.5.1 HCVcc-Cre infection, luciferase reporter, 44 h; Potency, µM (top dose mostly 41.8 µM), inactives show top-dose activity change, negative = inhibition, actives largely listed as inhibitors; actives 3.4% (n = 340,000); AID 651820
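Luciferase read-out (15 sec integration) after a 15 min room-temperature substrate step quantifies HCVcc-Cre infection. Cells, 1,000 per well, had compound added 4 h post-plating, then virus at ~0.5 moi, and were cultured 44 h.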
* hit, by the source's call; ? = inconclusive; / = not tested or not shown; & = joins results of further samples; [ ] = remark or other dose. Calls come from the whole dose curve; as a rule, active = well fitted curve in the direction sought with a large enough effect; inconclusive = small, poorly fitted or top-dose-only effect, or another doubt; inactive = no such curve, though single readings can be large; an effect the other way counts as inactive or inconclusive. % is set by controls: 0 for no effect and ±100 for the full control effect; potency is the fitted concentration of half-maximal effect. Rows were taken by chance. Share with any hit: about 16%.

cpd	molecule	Pf growth 48h	LmPK inhibitor	TbPYK inhibitor	Sm TGR block	Pf growth 96h	HCV inh
1	NC(=O)C1CCN(C(=O)CCC(=O)c2ccc(F)cc2)CC1	6%	-1%	-7%	-16%	21%	11%
2	Cc1cc(NC(=O)COC(=O)c2ccc(F)c(S(=O)(=O)N3CCOCC3)c2)no1	14%	-1%	7%	2%	6%[5.75 µM]	3%&30%
3	CCOc1ccc(CN=C(N)N=C(N)N)cc1Cl	?	0%	0%	7%	61%[activator]	?
4	Oc1ccc(Cl)cc1Cc1ccccc1	11µM*	/	0%	/	7.6µM*	-23%
5	CCCCCCCCOC(=O)c1nc(Cl)c(Cl)c(N)c1Cl	?	-5%	-6%	-1%	?	-4%
6	Cc1nonc1C(=O)N1CCCC(Nc2ccc(C(C)C)cc2)C1 (stereo not given)	?	-1%	6%	-15%	?	18%
7	COC(=O)[C@H](C)NC(=O)Nc1cccc(Br)c1	-4%	-8%	2%	11%	3%	-2%
8	Cc1nc(N2CCOCC2)nc(OCCN2CCOCC2)c1[N+](=O)[O-]	-15%	-2%	-1%	-23%	9%	19%
9	O=C1OC2(CCCCC2)CC2=C1C1O[C@](CCCCN3C(=O)c4ccccc4C3=O)(Cc3ccccc31)O2	1.5µM*	-5%[11.5 µM]	/	?	?	/
10	CC(=O)Nc1ccc(NC(=S)NC(=O)C2CCCC2)cc1	-29%	-8%	-3%	0%	0%	12%
11	COc1ccc(-n2nc(C(=O)N3CCN(Cc4ccc5c(c4)OCO5)CC3)c3ccccc3c2=O)cc1	?	-4%	1%	-9%	6%	7%&7%
12	CCOc1cccc(/C(O)=C2/C(=O)C(=O)N(Cc3cccnc3)C2c2ccco2)c1 (stereo not given)	-2%	0%	-5%	?	?	-1%
13	O=C(Nc1cccnc1)OCc1ccccc1	51%[activator]	0%	1%	0%	-16%	15%
14	COc1ccc(/C=N/Nc2cc(C)nc(NS(=O)(=O)c3ccc(C)cc3)n2)cc1	17%	2%	-9%	3%	18%	2%
15	CC1Cc2ccccc2N1C1=CC(=O)CCC1 (stereo not given)	?	0%	-10%	-7%	?	-27%
16	Cc1ccc(-c2nc(CS(=O)CC(=O)N3CCC4(CC3)OCCO4)c(C)o2)cc1 (stereo not given)	19%	-5%	/	45µM*	65%[activator]	-16%
17	O=C(c1ccccc1)c1cnc(Nc2ccc(Cl)c(Cl)c2)s1	15%	1%	-2%	10%	71%[activator]	14%
18	COc1cccc(-n2nnnc2S(C)(=O)=O)c1	/	3%	-9%	2.8µM*	?	?
19	COCCCNS(=O)(=O)c1ccccc1	11%	-1%	8%	-23%	48%	-11%
20	COc1ccc(Cc2nc(N)nc(N)n2)cc1	-23%	-4%	-12%	3%	?	-11%
21	Cc1cc(NC(=O)c2sc(Nc3cccc(C(F)(F)F)c3)nc2N)no1	?	0%	1%	10%	15%	?
22	COc1ccccc1NS(=O)(=O)c1cccc(C(=O)NCC(c2ccco2)N2CCCC2)c1 (stereo not given)	12µM*	/	-7%	-10%	15µM*	?
23	N#CC(C#N)=Cc1cccn1-c1ccc(S(N)(=O)=O)cc1	-9%	-6%	3%	6%	-16%	2%
24	O=c1[nH]c(N/N=C/c2ccccc2Br)nnc1-c1ccccc1	25%	-1%	-12%	-4%	?	-21%
25	COc1ccc(C(=O)NCc2nnc(SCC(=O)NC3CCCCC3)o2)cc1	8%	-10%	5%	1%	-23%	19%
26	CCn1c(CCC(=O)Nc2ccccc2F)nnc1SCC(=O)Nc1ccc(OC)cc1	-22%	-4%	-17%	3%	?	13%
27	O=C(Cc1ccccc1)NC1(O)C(=O)c2ccccc2C1=O	?	3%	-5%	-10%	51%[activator]	3%
28	Cc1ccccc1C(=O)N1CCN(c2ccc(NC(=O)CSc3ccc(Cl)cc3)cc2)CC1	?	0%	-9%	7%	?	11µM*
29	CCOC(=O)c1c(/N=C/c2ccccc2O)sc2c1CCC2	8%	-3%	-8%	-19%	?	?
30	COc1ccccc1N1CCN(C(c2cc3cc(C)ccc3[nH]c2=O)c2nnnn2C2CCCC2)CC1 (stereo not given)	?	3%	0%	?	12%	-12%&-12%
31	Cc1nnc(SCC(=O)n2c3c(c4ccccc42)CCCC3)s1	29%	5%	1%	-4%	/	-11%
32	COC(=O)c1ccc(C2C(C(=O)c3cc4ccccc4o3)=C(O)C(=O)N2CCN2CCOCC2)cc1 (stereo not given)	-12%	13%	-9%	?	-20%	9%
33	C=CCNC(=O)CCCOc1ccc(C)cc1	/	8%	3%	4%	?	16%
34	N#Cc1nc(-c2ccco2)oc1NCc1cccnc1	-10%	-1%	-10%	89µM*	67%[activator]	28%
35	CN1CCN(c2ccc(-c3cccc(NC(=O)COc4ccccc4)c3)nn2)CC1	-64%	/	-14%	5%	-68%	?
36	CCC(=O)Nc1cccc(-n2nnnc2SCC(=O)c2ccc(C)c(C)c2)c1	9%	3%	-8%	?	10%	11µM*
37	Cc1cccc(CCNC(=O)COc2cc(=O)n(C)c3ccccc23)c1	-11%	2%	7%	-3%	10µM*	-3%
38	CCn1c(COc2ccc(=O)n(-c3ccccc3)n2)nnc1SCc1ccccc1	?	-4%	5%	-12%	-19%	-16%
39	N#CC1=C(S)N(c2ccc(F)cc2)C2(CCCCC2)NC1=O	12%[5.75 µM]	-3%	-6%	-1%	?	8%
40	NS(=O)(=O)c1ccc(CCNC(=O)CCS(=O)(=O)c2ccc(Br)cc2)cc1	12%	-2%	-6%	0%	?	10%
41	O=C(Nc1ccc(C2CCCCC2)cc1)C1CCCN(c2ncccn2)C1 (stereo not given)	62%[activator]	-3%	-4%	-3%	126%[activator]	/
42	Cc1cs/c(=N\N=C\c2ccc(O)cc2)n1Cc1ccco1	?	2%	-14%	0%	12%	?
43	Cc1ccc(CN2CC(C(=O)N3CC(C)CC(C)C3)CC2=O)cc1 (stereo not given)	?	/	5%	-6%	17%	19%
44	COc1cc(OC)cc(C(=O)N2CCN(Cc3ccc4c(c3)OCO4)CC2)c1	?	-3%	-12%	-4%	187%[activator]	-1%
45	Cc1ccc(S(=O)(=O)N(Cc2cc3cccc(C)c3[nH]c2=O)c2ccccc2)cc1	7%	0%	3%	1%	-23%	5%
46	Cc1cc(/C=C(\C#N)c2nnc(N3CCOCC3)n2-c2ccccc2)c(C)n1-c1ccccc1	?	4%	/	0%	?	-9%
47	Cc1ccc(S(=O)(=O)N/N=C/C(C)(C)CO)cc1	17%	-1%	5%	6%	14%	7%
48	COc1ccc(NC(=O)c2c([N+](=O)[O-])c(C(C)(C)C)nn2C)cc1	-18%	1%	-1%	0%	-30%	2%

One compound at a time, as listed above.
Results for COc1ccc(NC(=O)c2c([N+](=O)[O-])c(C(C)(C)C)nn2C)cc1 = Pf growth 48h: -18%; LmPK inhibitor: 1%; TbPYK inhibitor: -1%; Sm TGR block: 0%; Pf growth 96h: -30%; HCV inh: 2%
Results for Cc1ccc(CN2CC(C(=O)N3CC(C)CC(C)C3)CC2=O)cc1 (stereo not given) = Pf growth 48h: ?; LmPK inhibitor: /; TbPYK inhibitor: 5%; Sm TGR block: -6%; Pf growth 96h: 17%; HCV inh: 19%
Results for Cc1cc(/C=C(\C#N)c2nnc(N3CCOCC3)n2-c2ccccc2)c(C)n1-c1ccccc1 = Pf growth 48h: ?; LmPK inhibitor: 4%; TbPYK inhibitor: /; Sm TGR block: 0%; Pf growth 96h: ?; HCV inh: -9%

Additional structures follow:
cpd	molecule	Pf growth 48h	LmPK inhibitor	TbPYK inhibitor	Sm TGR block	Pf growth 96h	HCV inh
49	CN(c1cccc(NC(=O)CSc2ccc(Cl)cc2)c1)S(C)(=O)=O	10%	0%	-3%	-7%	/	?
50	CNc1nc2c(c(=O)n(C)c(=O)n2C)n1Cc1ccccc1	7%	2%	2%	1%	8%	?
51	Cc1ccc2c(c1)cc1c(=O)n(CC(=O)N3CCC4(CC3)OCCO4)nc(C)n12	11%	-1%	2%	-23%	12%	-3%
52	CC(C)(O)C#Cc1ccc(CN2CCN(Cc3ccccc3)C(CCO)C2)cc1 (stereo not given)	?	5%	-9%	4%	12%	-12%
53	COC(=O)c1ccccc1C(=O)c1cccc2ccccc12	0%	9%	14%	-7%	0%	-6%
54	O=C(NNC(=O)c1ccco1)c1cccc(Br)c1	?	-11%	1%	-17%	?	20%
55	CCCCc1nnc(NC(=O)C2CC(=O)N(c3ccc4c(c3)OCCO4)C2)s1 (stereo not given)	10%	-2%	-4%	-2%	-15%	5%
56	O=C(CSc1n[nH]c(-c2ccccc2)n1)NC(=O)NCc1ccco1	4%	4%	-10%	?	?	?

3 structures already listed, ordered by heavy-atom count, largest number first:
cpd	molecule	Pf growth 48h	LmPK inhibitor	TbPYK inhibitor	Sm TGR block	Pf growth 96h	HCV inh
52	CC(C)(O)C#Cc1ccc(CN2CCN(Cc3ccccc3)C(CCO)C2)cc1 (stereo not given)	?	5%	-9%	4%	12%	-12%
50	CNc1nc2c(c(=O)n(C)c(=O)n2C)n1Cc1ccccc1	7%	2%	2%	1%	8%	?
54	O=C(NNC(=O)c1ccco1)c1cccc(Br)c1	?	-11%	1%	-17%	?	20%
